Rpn11 inh – Rpn11 (PSMD14) deubiquitinase inhibitors, primary screen, biochemical, fluorescence polarization, uHTS | calls only at 20 µM | AID 588493, 2011 | human 26S proteasome, Ub4-pepOG fluorescence polarization; 20S core pre-blocked with epoxomicin | 26S proteasome non-ATPase regulatory subunit 14 (Homo sapiens), O00487 | hit rate 0.59% among 360,000;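 active means inhibition at 20 µM, scaled to each plate's controls, above about 33%, limit read from the data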
NRP1-CendR mod – modulators of CendR peptide binding to NRP-1, primary screen, biochemical, fluorescence polarization, uHTS | Neuropilin-1 (Homo sapiens), O14786 | FAM-RPARPAR peptide binding to NRP-1 | inhibition, % at 25 µM | hit rate 0.85% among 360,000 | AID 602438, 2012;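 active means inhibition or corrected inhibition above about 18%, plus a signal ratio from 0.5 to 1.5, limit read from the data, passing the limit was not always enough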; further: strong numbers were not always called active
SUMO1-SIM PPI – modulators of SUMO1 protein-protein interactions, primary screen, biochemical, uHTS | Small ubiquitin-related modifier 1 (Homo sapiens), P63165 | SUMO1 binding to a labelled peptide, TR-FRET, 1 h | inhibition, % at 20 µM | hit rate 0.33% among 360,000 | AID 602429, 2012; in the data active means inhibition above about 37%
Target sequence (P63165 whole entry, looked up): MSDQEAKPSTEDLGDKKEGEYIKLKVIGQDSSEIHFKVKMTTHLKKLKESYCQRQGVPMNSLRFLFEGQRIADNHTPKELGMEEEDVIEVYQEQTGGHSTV
NadD inh – inhibitors of S. aureus NadD, primary screen, biochemical, colorimetric, uHTS | Nicotinate-nucleotide adenylyltransferase NadD (Staphylococcus aureus N315) | purified NadD enzyme, colorimetric absorbance read-out | inhibition, % at 20 µM | hit rate 0.78% among 360,000 | AID 602399, 2012; in the data active means inhibition above about 26%; further: some compounds past the cut are filed as inactive
DNMT1 inh – human DNMT1 methyltransferase inhibitors, primary screen, biochemical, molecular beacon, fluorescence, HinP1I cleavage, uHTS | AID 588458, 2011 | inhibition (reported as % activation of signal), % at 10 µM | hit rate 0.83% among 360,000; in the data active means inhibition above about 50%
LMPTP inh – LMPTP phosphatase inhibitors, primary screen, biochemical, fluorescence intensity, uHTS | recombinant LMPTP-A, OMFP fluorogenic substrate | inhibition, % at 20 µM | hit rate 0.22% among 360,000;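 active means compounds that cut the enzyme signal by at least half of the control window in the single-dose screen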;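 further: plate controls were DMSO wells with enzyme plus substrate for no effect and substrate without enzyme for full effect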
Target sequence (P24666 whole entry, looked up): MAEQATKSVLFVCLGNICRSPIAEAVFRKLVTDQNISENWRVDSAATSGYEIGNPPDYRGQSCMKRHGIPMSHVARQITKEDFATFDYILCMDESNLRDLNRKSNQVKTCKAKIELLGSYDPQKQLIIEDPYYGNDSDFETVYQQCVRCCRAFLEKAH
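Material: LMPTP-A; amount: 0.625 nM enzyme; doses: single 20 µM dose; times: reaction 50 min, room temperature, dark; technique: fluorescence intensity of OMFP turnover product; benchmarks: no-enzyme and uninhibited controls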
MT1-MMP act inh – blockers of MT1-MMP proenzyme processing, primary screen, HT1080 RFP-PRO-GFP cells, GFP/RFP fluorescence | GFP/RFP ratio fluorescence, overnight; percent of plate control window, DMSO zero | Matrix metalloproteinase-14 (Homo sapiens), P50281 | hit rate 0.061% among 360,000 | GFP/RFP ratio change, % at 20 µM;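 active means GFP/RFP ratio change of at least 30% with cell ATP level not reduced by more than half and red fluorescence within 50% of control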; further: strong numbers were not always called active
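Assay system – RFP-PRO-GFP reporter HT1080 cells · Compound dosing – single dose of 20 µM compound, 1% DMSO final · Incubation – overnight compound exposure at 37 °C · Measure – GFP/RFP fluorescence ratio · Benchmarks – DMSO wells and RFP-L50D-GFP cells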
SKN-1 inh – suppressors of acrylamide-induced Pgst-4::GFP reporter in worms, primary screen, SKN-1 inhibitor project, whole organism, uHTS, GFP/RFP fluorescence ratio, strain VP596 | C. elegans VP596 Pgst-4::GFP/RFP ratio, 24 h | inhibition, % at 21.8 µM | hit rate 0.49% among 360,000;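 active means interference check ratio from 0.5 to 1.5 plus GFP to RFP signal ratio inhibition reaching or exceeding a fixed threshold, cut at about 30% in these data, passing the limit was not always enough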; further: some compounds called inactive have numbers as strong as hits
STEP block – STEP phosphatase inhibitors, primary screen, biochemical, fluorescence intensity, uHTS | recombinant STEP, OMFP fluorogenic substrate | AID 588621, 2011 | hit rate 0.25% among 360,000 | inhibition, % at 20 µM;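 active means inhibition at 20 µM, scaled per plate between control wells, above about 37%, limit read from the data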;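 further: 0% = DMSO with enzyme and substrate and 100% = substrate only without enzyme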
Target sequence (P54829 whole entry, looked up): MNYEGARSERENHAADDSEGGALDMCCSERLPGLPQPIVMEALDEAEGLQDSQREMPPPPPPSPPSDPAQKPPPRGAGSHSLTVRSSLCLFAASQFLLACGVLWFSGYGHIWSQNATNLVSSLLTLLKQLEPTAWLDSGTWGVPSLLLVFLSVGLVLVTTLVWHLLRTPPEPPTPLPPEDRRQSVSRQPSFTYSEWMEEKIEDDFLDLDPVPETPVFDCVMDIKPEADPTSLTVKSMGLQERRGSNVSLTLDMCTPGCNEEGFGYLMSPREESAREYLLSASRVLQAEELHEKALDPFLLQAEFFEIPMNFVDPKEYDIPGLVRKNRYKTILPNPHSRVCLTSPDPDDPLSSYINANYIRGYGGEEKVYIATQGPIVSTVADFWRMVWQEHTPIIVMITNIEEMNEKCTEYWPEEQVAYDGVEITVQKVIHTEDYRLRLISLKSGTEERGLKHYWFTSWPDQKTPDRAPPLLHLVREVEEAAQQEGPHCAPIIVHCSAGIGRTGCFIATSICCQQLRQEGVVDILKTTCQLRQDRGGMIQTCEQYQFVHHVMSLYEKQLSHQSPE
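Measure: Control-normalized % inhibition with plate pattern correction | Test system: STEP phosphatase, cell-free reaction | Medium: pH 6.0 Bis-Tris with DTT and Tween 20 | Technique: Fluorescence, 480/540 nm | Times: Reaction 20 min, ambient temperature | Doses: Single compound dose of 20 µM, 1% DMSO final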
Scp1 inh – Scp-1 phosphatase inhibitors, primary screen, biochemical, colorimetric, uHTS; Recombinant Scp1, phosphopeptide, malachite green phosphate absorbance; inhibition, % at 20 µM; hit rate 0.88% among 340,000;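 active means inhibition above about 50% at 20 µM, limit read from the data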;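 further: plate controls were DMSO wells with enzyme for no effect and wells lacking enzyme for full effect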
Target sequence (Q9GZU7 76-261 limits assumed): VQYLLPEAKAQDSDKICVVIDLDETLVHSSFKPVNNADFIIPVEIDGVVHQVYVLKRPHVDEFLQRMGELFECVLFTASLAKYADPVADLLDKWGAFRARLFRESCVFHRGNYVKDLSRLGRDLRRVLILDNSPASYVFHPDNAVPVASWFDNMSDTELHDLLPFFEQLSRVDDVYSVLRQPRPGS
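Times: enzyme reaction 45 min at room temperature, colour 5 min, stabilisation 30 min. Material: SCP-1 catalytic fragment, aa 76-261. Medium: Acidic Tris acetate buffer with magnesium and detergent. Signal: colorimetric free-phosphate detection, absorbance 630 nm. Read-out basis: % inhibition of SCP-1 phosphate liberation. Reagent: Phosphorylated 17-residue peptide substrate.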
* hit, by the source's call; i = inactive; x = not tested or not shown. No enrichment for hits, and some 3.9% of all compounds hit somewhere here.

SMILES	Rpn11 inh	NRP1-CendR mod	SUMO1-SIM PPI	NadD inh	DNMT1 inh	LMPTP inh	MT1-MMP act inh	SKN-1 inh	STEP block	Scp1 inh
CN1C(=O)C(O)(CC(=O)/C=C\c2ccc3c(c2)OCO3)c2ccccc21 (configuration not stated)	i	-4	-8	-8	7	-0.1	-2	8	1	-5
COc1ccc(CN2CCOCCOCCN(Cc3ccc(OC)cc3)CCOCCOCC2)cc1	i	-4	2	-1	-1	0.6	2	-3	-2	-5
Cc1ccc(NC(=O)CN(C)CC(=O)Nc2ccc(N3CCOCC3)cc2)c(C)c1	i	2	-2	4	-2	-2.2	1	-5	-3	-4
COCCn1cc(C(=S)N2CCOCC2)c2ccccc21	i	-2	-2	-2	-1	-0.5	-2	7	-1	-5
COc1ccc(C(=O)Cc2cc3ccccc3oc2=O)cc1	i	-2	-27	-8	2	-0.4	3	-2	3	-4
C/C(=N\Nc1nc(C)cc(-c2ccccc2)n1)c1ccc(O)cc1	i	9	-1	-1	-4	0.2	3	0	-2	-4
O=C(CCCOc1ccccc1)Nc1ccncc1	i	-5	-4	1	-1	-0.5	-3	-11	4	-15
O=C(NCCc1ccncc1)C(F)(F)F	i	-4	-2	-6	-1	-1.1	6	-11	-3	-9
COc1cc(C2(C)SCCCS2)cc(OC)c1OC	x	7	-2	2	x	-0.6	5	19	x	x
COc1cccc(C(=O)COC(=O)COc2c(C)cc(C)cc2C)c1	i	4	4	-8	-1	3.3	-3	-7	4	-17
Nc1nc(SCC(=O)c2cc3ccccc3o2)n[nH]1	i	0	40*	4	-4	0.9	-3	-5	-5	-3
CCn1c2ccccc2c2cc(/C=N/n3cn[nH]c3=S)ccc21	i	0	-2	8	2	-0.5	4	31	-6	-11
COc1ccc(N(C(=O)COc2cccc(C)c2)S(=O)(=O)c2ccc(C)cc2)cc1	i	-1	-2	-2	-2	3.0	6	15	0	-15
CCOC(=O)N1CCC(NC(=O)Cn2cccc2C(=O)c2ccccc2C)CC1	i	-15	-1	7	-11	0.3	0	1	7	9
CC(c1ccccc1)N1CCn2c(nc3cc(NC(=O)NC4CCCCC4)ccc32)C1 (configuration not stated)	i	-13	-6	17	24	0.8	-2	6	2	2
Cc1ccc(S(N)(=O)=O)cc1NC(=O)/C=C/c1ccc2c(c1)OCO2	i	-28	-10	-7	3	1.3	0	8	-2	-4
Cc1ccc(NC(=O)CCNC(=O)c2ccc(Br)cc2)nc1	i	7	1	-5	1	0.6	1	-2	0	13
CCOC(=O)C1=C(COC(=O)/C=C/c2ccc(Cl)cc2)NC(=O)NC1C (configuration not stated)	i	10	0	-7	1	0.3	5	2	-2	2
CCc1ccc(S(=O)(=O)N(C(=O)c2ccncc2)c2ccc(OC(=O)c3ccncc3)cc2)cc1	i	0	2	-1	-7	2.0	0	-2	4	0
Cc1cc(SCc2ccc([N+](=O)[O-])cc2)nc(=O)[nH]1	i	-5	-17	13	52*	8.1	-1	0	2	30

Individual results from the results shown.
CCOC(=O)C1=C(COC(=O)/C=C/c2ccc(Cl)cc2)NC(=O)NC1C (configuration not stated) in NRP1-CendR mod reads 10
Cc1ccc(NC(=O)CN(C)CC(=O)Nc2ccc(N3CCOCC3)cc2)c(C)c1 in NRP1-CendR mod reads 2

Returning to the listing, repeating the five entries before the break.
SMILES	Rpn11 inh	NRP1-CendR mod	SUMO1-SIM PPI	NadD inh	DNMT1 inh	LMPTP inh	MT1-MMP act inh	SKN-1 inh	STEP block	Scp1 inh
Cc1ccc(S(N)(=O)=O)cc1NC(=O)/C=C/c1ccc2c(c1)OCO2	i	-28	-10	-7	3	1.3	0	8	-2	-4
Cc1ccc(NC(=O)CCNC(=O)c2ccc(Br)cc2)nc1	i	7	1	-5	1	0.6	1	-2	0	13
CCOC(=O)C1=C(COC(=O)/C=C/c2ccc(Cl)cc2)NC(=O)NC1C (configuration not stated)	i	10	0	-7	1	0.3	5	2	-2	2
CCc1ccc(S(=O)(=O)N(C(=O)c2ccncc2)c2ccc(OC(=O)c3ccncc3)cc2)cc1	i	0	2	-1	-7	2.0	0	-2	4	0
Cc1cc(SCc2ccc([N+](=O)[O-])cc2)nc(=O)[nH]1	i	-5	-17	13	52*	8.1	-1	0	2	30
COc1ccc(-c2noc(=O)n2Cc2cc(C)ccc2C)cc1	i	-1	-2	-7	1	0.6	0	1	-2	-5
Cc1nc2c(C)cccc2cc1C(=O)N/N=C/c1ccc(O)cc1	i	-12	-1	-6	-7	-0.3	3	6	-3	-5
O=C(CCc1nc(-c2ccccc2)no1)NCCc1ccccc1	i	0	1	-15	4	-1.1	-4	13	-1	-4
CCN(CC)CCn1nc(C)nc1-c1ccccc1O	i	-1	-2	0	3	-1.4	4	10	-1	1
O=c1cnnc(Nc2ccc(Nc3ccccc3)cc2)[nH]1	i	-2	2	4	-12	0.4	1	3	2	1
O=C(N/N=C/c1ccc(O)c(O)c1)C1CC1	i	2	0	3	6	-2.4	3	1	2	-1
CCCCC(=O)N(C)c1c(C)nc2ccc(C(=O)N3CCCCC3)cn12	i	24	-1	-2	-5	-4.2	1	5	-3	x
COc1ccc(CNS(=O)(=O)CCNC(=O)c2ccc(OC)cc2)cc1	i	6	-2	-3	2	-1.3	-1	7	0	-9
N=c1ccn(Cc2ccc([N+](=O)[O-])cc2)cc1	i	1	-7	-1	0	-0.5	3	4	-2	8
CC12CCC(C(=NO)C1=NO)C2(C)C (configuration not stated)	i	11	4	0	7	0.6	-2	-8	2	-10
COc1ccc(Cl)cc1NC(=O)CN1CCN(S(=O)(=O)N2CCOCC2)CC1	i	7	0	-5	-1	0.2	1	22	-1	-5
CC(C)(O)C#Cc1ccc(CN2CCN(C3CCCCC3)C(CCO)C2)s1 (configuration not stated)	i	-1	3	-2	-2	-0.8	-4	9	1	-4
O=C1c2cccc3cccc(c23)C(=O)N1CCN1CCN(C(=S)Nc2ccc(Cl)cc2)CC1	i	4	-8	9	35	-0.3	0	8	2	0
O=S(=O)(NCCN1CCOCC1)c1ccc(Oc2ccccc2Cl)cc1	i	6	3	-1	-1	2.1	5	13	2	-4
COc1ccc(C2(C)NC(=O)N(CC(=O)Nc3c(C)n(C)n(-c4ccccc4)c3=O)C2=O)cc1 (configuration not stated)	i	17	-1	5	2	-1.9	-1	-2	1	-5
O=C(NN=C1CCN(Cc2ccccc2)CC1)c1cc2ccccc2cc1O	i	1	10	42*	29	3.9	9	-2	-2	2
COc1cccc(NC(=O)C2(C)CCN2Cc2ccc(SC)cc2)c1 (configuration not stated)	i	-8	-1	-6	-3	0.7	1	11	2	x
Cc1cc(C)cc(NC(=S)N2CCN(S(C)(=O)=O)CC2)c1	i	8	3	7	2	0.9	-1	11	1	-2
O=C(Cn1c(=O)oc2ccccc21)NCCc1ccccc1Cl	i	-8	1	-7	1	0.0	5	-4	0	-5
Nc1c(C(=O)Nc2ccc(Br)cc2)sc2nc(-c3ccco3)ccc12	i	-72	18	51*	-3	7.3	-26	12	-1	9
OCCC1CN(Cc2ccc3cccc(F)c3n2)CCN1Cc1ccccc1 (configuration not stated)	i	1	21	0	-2	-0.3	2	10	-5	-11
COc1ccc(NC(=O)CSc2nc(N)c(NC(=O)c3cccs3)c(=O)[nH]2)cc1	i	-4	2	-2	4	-0.6	1	-6	5	-11
O=C(NCCc1ccccc1)c1ccc2c(c1)OCO2	i	2	-3	-3	3	0.7	3	9	2	-5
O=C(CN(Cc1ccccc1)C(=O)c1cc2c(s1)CCC2)NCc1cccs1	i	-6	2	-3	-5	1.3	2	-2	-1	2
CSCC[C@H](NC(=O)N1CCn2c1nc1ccccc12)C(=O)NCc1ccccc1	i	9	-2	-3	1	-0.2	3	17	-1	3
COc1ccc(OCCOCCN2CCN(C)CC2)cc1	i	8	1	-7	0	-7.0	3	3	2	-8
O=C(N/N=C/c1ccc2c(c1)OCO2)c1ccc(COc2cccc3cccnc23)cc1	i	-8	-5	13	-8	6.6	2	0	-1	-13
COc1ccc(S(=O)(=O)N2CCOC2CNC(=O)C(=O)NCCCN2CCOCC2)cc1 (configuration not stated)	i	-4	-7	-4	-2	-6.3	-3	-4	0	-5
C=CCn1c(=O)c2ccccc2n2c(SCC(=O)NC)nnc12	i	3	4	0	9	0.9	-2	11	-1	2
CCNC(=S)N1CCc2cc(OC)c(OC)cc2C1COc1ccc(OC)cc1 (configuration not stated)	i	-13	1	-5	-1	-0.2	1	7	4	-7

Laid out differently: entries from further up
structure | Rpn11 inh | NRP1-CendR mod | SUMO1-SIM PPI | NadD inh | DNMT1 inh | LMPTP inh | MT1-MMP act inh | SKN-1 inh | STEP block | Scp1 inh
COc1ccc(OCCOCCN2CCN(C)CC2)cc1 | i | 8 | 1 | -7 | 0 | -7.0 | 3 | 3 | 2 | -8
O=C(N/N=C/c1ccc2c(c1)OCO2)c1ccc(COc2cccc3cccnc23)cc1 | i | -8 | -5 | 13 | -8 | 6.6 | 2 | 0 | -1 | -13
COc1ccc(S(=O)(=O)N2CCOC2CNC(=O)C(=O)NCCCN2CCOCC2)cc1 (configuration not stated) | i | -4 | -7 | -4 | -2 | -6.3 | -3 | -4 | 0 | -5
C=CCn1c(=O)c2ccccc2n2c(SCC(=O)NC)nnc12 | i | 3 | 4 | 0 | 9 | 0.9 | -2 | 11 | -1 | 2
CCNC(=S)N1CCc2cc(OC)c(OC)cc2C1COc1ccc(OC)cc1 (configuration not stated) | i | -13 | 1 | -5 | -1 | -0.2 | 1 | 7 | 4 | -7
